aSyn UTR inh – 5' untranslated region of α-synuclein, MLPCN primary screen | inhibition, % (tested at 7.5 µM) | actives 0.82% (n = 300,000) | alpha-synuclein 5'UTR reporter, inhibitor activity; in the data active means inhibition above about 60%; inconclusive means no clear call, values can overlap the other calls;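 further: H4 neuroglioblastoma cells stably carrying SNCA 5'UTR luciferase fusion; 0% = DMSO wells and 100% = positive control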
IEC-6 tox – kills IEC-6 intestinal cells in KLF5 counter-screen. IEC-6 cytotoxicity, luminescence viability. inhibition, % at 5 µM. actives 0.78% (n = 290,000). AID 1825; in the data active means inhibition above about 22%;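 further: 0% = plate median of test compound wells and 100% = cytotoxic reference compound wells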
HSF1 inhib – HSF1 inhibition. NIH3T3-HGL HSE-luciferase, MG132-induced, luminescence 8 h; stronger effect = lower value. activity change, negative = inhibition, % at 7.5 µM (by protocol). actives 0.77% (n = 300,000). AID 2098;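 active means more than half of replicate wells show activity change below -50%, luminescence cut by over half; inconclusive means some wells, but at most half, below -50%; inactive means no replicate well below -50%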;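 further: luciferase reports HSF-1 transcriptional activity via heat shock element; 0% = median of DMSO wells and -100% = zero luminescence signal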
HSP90 inh – blocks HSP90-mediated luciferase refolding in reticulocyte lysate. Rabbit reticulocyte lysate, luciferase refolding luminescence, 3 h. inhibition, % at 5.6 µM. actives 0.91% (n = 290,000). AID 1789;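 active means inhibition above the screen-wide mean plus 3 SD, computed separately per campaign, cut at about 16% in these data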;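 further: 0% = DMSO wells and 100% = 60 µM geldanamycin wells; inhibitors lower the luminescence because luciferase stays unfolded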
HSF-1 act – increases HSF-1 driven luciferase reporter signal; activation, % at 9 µM; actives 1.7% (n = 300,000); NIH3T3-HGL HSF-1 luciferase reporter, MG132, 8 h; 100% = twice DMSO control signal; AID 504408;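 active means mean replicate activation of at least 50% with a set share of replicates each reaching 50%; inconclusive means only one of those two conditions met; inactive means mean below 50% and too few replicates reaching it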;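 further: 0% = median of the neutral control wells and 100% = twice that signal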
HIF activator – HIF pathway transcriptional activation; U2OS HRE-luciferase reporter, luminescence; normalized: DMSO 0%, desferrioxamine 100%; activation, % at 7.5 µM (by protocol); actives 0.32% (n = 300,000); AID 1910;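 active means mean activation of at least 10% of the iron chelator positive control signal, with at least half of replicates also reaching 10%; inconclusive means mean and replicate majority disagree about reaching 10%; inactive means mean and most replicates under 10%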
SKKanGAS inh – blocks kanamycin growth of S. pyogenes SKKanGAS strain; BacTiter-Glo, 6 h; inhibition, % at 7.5 µM; actives 1.3% (n = 300,000); AID 1662;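 active means mean replicate score, as percent of positive control median, at least 50; inconclusive means mean below 50 but one replicate at or above 50; inactive means mean and every replicate below 50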;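 further: strain carries kanamycin resistance gene driven by streptokinase promoter and grows in 40 µg/ml kanamycin; loss of luminescence reflects streptokinase promoter inhibition or plain growth inhibition; 0% = median of DMSO wells and 100% = positive control at its reference dose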
AI-2 QS mod – Vibrio harveyi AI-2 quorum sensing modulation. Vibrio harveyi JMH597 AI-2 luminescence/OD600 ratio, 9 h; stronger effect = lower value; strain lacks LuxN and CqsS sensors; 0 = neutral-control median. activity change, % at 7.5 µM. actives 0.4% (n = 300,000). AID 2094; in the data active means activity change below about -75%, passing the limit was not always enough; inconclusive means no clear call, values can overlap the other calls;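 further: luminescence divided by OD600 gain over 9 h not by final OD600 alone; inactives centre near 13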
KLF5 inh – inhibitors of KLF5 expression; inhibition, % at 5 µM; actives 0.23% (n = 290,000); DLD-1 KLF5 promoter-luciferase reporter, luminescence;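 active means inhibition above a per-plate limit of that plate's mean compound inhibition plus 3 SD, cut at about 60% in these data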;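 further: 0% = DMSO wells and 100% = LY294002 at 200 µM; higher means less KLF5 promoter-driven luciferase light; inactives centre near -14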
Platelet DG rel – platelet dense granule release activity; human platelet-rich plasma, SFLLRN dense granule ATP release, luminescence; AID 1663; inhibition, %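 (compounds screened at 7.5 µM in platelet-rich plasma)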; actives 0.22% (n = 300,000);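 active means mean replicate score, as percent of positive control, at or above 50; inconclusive means mean below 50 but at least one replicate at or above 50; inactive means mean and every replicate below 50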
Numbers without * were called inactive; ? = inconclusive; / = no result given.

Keys – A = aSyn UTR inh; B = IEC-6 tox; C = HSF1 inhib; D = HSP90 inh; E = HSF-1 act; F = HIF activator; G = SKKanGAS inh; H = AI-2 QS mod; I = KLF5 inh; J = Platelet DG rel
> Cc1ccc(C)c(NNC(N)=S)c1
  A: -2.3 | B: -6.6 | C: -1.4 | D: -3.6 | E: 1.2 | F: -0.5 | G: -3.8 | H: 9.4 | I: -13.8 | J: -5.5
> Cc1ccc(C)c(OCC(=O)Nc2ccc(S(=O)(=O)N3CCN(C)CC3)cc2)c1
  A: 3.5 | B: -0.3 | C: -0.8 | D: -1.1 | E: 0.1 | F: 0.0 | G: 3.2 | H: 9.9 | I: -33.8 | J: 6.1
> COc1ccc(C(=O)c2sc(Nc3ccccc3F)nc2N)cc1
  A: -61.4 | B: 1.9 | C: 5.9 | D: -3.8 | E: 8.7 | F: 3.0 | G: -3.1 | H: 29.7 | I: -128.2 | J: 11.7
> Cc1cc(C(=O)COC(=O)c2ccc[nH]c2=O)c(C)n1-c1ccccc1
  A: -1.3 | B: 7.5 | C: -46.0 | D: 0.3 | E: -57.6 | F: 0.5 | G: 7.3 | H: 20.4 | I: -71.3 | J: -6.2
> CCOCCn1c(=O)c2c(nc3n2CCN3c2ccc(CC)cc2)n(C)c1=O
  A: -2.3 | B: / | C: -1.2 | D: / | E: -11.3 | F: 0.1 | G: -6.9 | H: 19.1 | I: / | J: -14.3
> CC1CCN(S(=O)(=O)c2cc3c4c(c2)C(C)C(=O)N4CCC3)CC1 (centres undefined)
  A: 19.5 | B: -2.7 | C: -3.6 | D: 5.4 | E: 10.3 | F: -0.1 | G: 0.0 | H: 9.5 | I: -21.1 | J: -2.7
> Cc1cc(NC(=O)CN2CCCCC2C)nc2c1c(=O)oc1ccccc12 (centres undefined)
  A: -9.3 | B: -2.9 | C: -2.3 | D: -4.2 | E: -2.3 | F: 0.2 | G: 0.5 | H: 16.1 | I: -19.4 | J: 5.2
> Cc1cc(C)n2cc(CSc3nnc(N)s3)nc2n1
  A: 6.1 | B: -1.2 | C: -1.3 | D: 1.7 | E: -12.0 | F: -1.0 | G: -5.2 | H: 51.9 | I: -25.9 | J: -11.3
> N#Cc1ccc(/C=C/C(=O)c2ccco2)cc1
  A: -0.3 | B: -1.7 | C: -2.2 | D: -4.8 | E: -2.5 | F: 0.5 | G: -7.5 | H: 4.2 | I: -27.5 | J: -2.6
> CNC(=O)c1cnn(-c2nc(-c3ccc(OC)cc3)cs2)c1C(F)(F)F
  A: -16.3 | B: 8.5 | C: 6.3 | D: -1.2 | E: 14.9 | F: -0.2 | G: 6.5 | H: -3.5 | I: -36.2 | J: /
> COc1ccc(C(=O)Nc2ccc3c4c(cccc24)CC3)cc1
  A: -84.0 | B: 0.7 | C: 7.8 | D: -0.8 | E: 41.7 | F: 1.6 | G: -13.8 | H: -7.2 | I: -34.9 | J: 20.5
> O=C(Nc1ccc2c(c1)OCO2)C1CCN(C(=O)c2ccc(Br)cc2)CC1
  A: -12.6 | B: -6.2 | C: -0.3 | D: -0.2 | E: -12.0 | F: 0.4 | G: 4.8 | H: 5.8 | I: -41.1 | J: -9.8
> CN(C)S(=O)(=O)c1cccc(NC(=S)Nc2ccc3cn[nH]c3c2)c1
  A: 6.5 | B: -10.4 | C: -12.4 | D: 9.5 | E: -19.7 | F: 1.1 | G: 2.6 | H: 11.7 | I: -33.0 | J: 16.3
> CC(=O)N1CCc2cc(S(=O)(=O)NC(CC(C)C)C(=O)N3CCCC3)ccc21 (centres undefined)
  A: -8.1 | B: -0.9 | C: -10.9 | D: -4.1 | E: -1.3 | F: -0.1 | G: 0.5 | H: 22.5 | I: -14.2 | J: 3.6
> COc1ccc(/C=N\NC(=O)c2ccc([N+](=O)[O-])c(C)c2)cc1COc1ccccc1C(N)=O
  A: 11.5 | B: -2.5 | C: -1.8 | D: 3.3 | E: 26.3 | F: -0.1 | G: 6.4 | H: 8.1 | I: -17.3 | J: -2.4
> CCO[C@@H]1OC(C(=O)Nc2ccccc2)=C[C@H](c2coc3ccccc3c2=O)[C@H]1CCCO
  A: ? | B: 24.8* | C: -2.7 | D: 13.5 | E: -10.0 | F: -0.4 | G: -2.5 | H: -3.5 | I: -21.9 | J: -4.5
> O=C(O)CSc1nc(-c2ccccc2)nc2c1CCCC2
  A: 15.5 | B: -5.0 | C: -5.3 | D: 5.7 | E: -4.5 | F: 0.2 | G: -2.3 | H: 19.6 | I: -26.0 | J: -4.3
> COc1cc2c(cc1NC(=O)CSc1nc3cc(Cl)ccc3s1)oc1ccccc12
  A: 38.5 | B: 7.2 | C: -10.5 | D: -0.7 | E: -4.6 | F: -0.5 | G: -6.0 | H: 2.3 | I: -14.4 | J: -7.3
> COc1ccc(/C=C2\CCCC(C(=O)C(F)(F)F)=C2O)cc1
  A: -67.2 | B: 2.2 | C: -7.9 | D: 8.9 | E: 6.2 | F: 0.0 | G: -2.1 | H: 37.5 | I: 0.1 | J: 1.3
> COc1cc(SC)ccc1C(=O)NCC1CCCO1 (centres undefined)
  A: -45.0 | B: 4.0 | C: -74.0* | D: -1.4 | E: -80.0 | F: 0.3 | G: -2.0 | H: 48.3 | I: 21.4 | J: -1.0
> O=C(NC(=S)Nc1cccc(NC(=O)c2ccccc2Cl)c1)c1cccs1
  A: 10.8 | B: 6.5 | C: 18.2 | D: 1.4 | E: 38.9 | F: 2.8 | G: 16.7 | H: -10.2 | I: -2.3 | J: -4.4
> Cc1cc(C)cc(OCC(=O)N/N=C/c2ccco2)c1
  A: 14.6 | B: 2.6 | C: -1.7 | D: -2.3 | E: -7.8 | F: 1.0 | G: -7.4 | H: 20.2 | I: -25.6 | J: -1.4
> CC(C)c1ccc(OCC(=O)NCCO)cc1
  A: -33.6 | B: -0.3 | C: -3.9 | D: -0.1 | E: 11.6 | F: 1.2 | G: 0.2 | H: 9.4 | I: -58.6 | J: 9.2
> COc1ccc(-c2cc(C(=O)Nc3ccc(OC)c(OC)c3)no2)cc1
  A: 15.2 | B: -3.2 | C: -0.6 | D: -2.6 | E: 4.3 | F: -2.3 | G: -0.7 | H: 16.9 | I: -40.3 | J: -5.0

Single values from the list:
O=C(Nc1ccc2c(c1)OCO2)C1CCN(C(=O)c2ccc(Br)cc2)CC1 in HSP90 inh is listed with -0.2
Cc1cc(C)n2cc(CSc3nnc(N)s3)nc2n1 in HSF1 inhib is listed with -1.3

Of the compounds above, these have an aryl methoxy group.
Keys – A = aSyn UTR inh; B = IEC-6 tox; C = HSF1 inhib; D = HSP90 inh; E = HSF-1 act; F = HIF activator; G = SKKanGAS inh; H = AI-2 QS mod; I = KLF5 inh; J = Platelet DG rel
> COc1ccc(C(=O)c2sc(Nc3ccccc3F)nc2N)cc1
  A: -61.4 | B: 1.9 | C: 5.9 | D: -3.8 | E: 8.7 | F: 3.0 | G: -3.1 | H: 29.7 | I: -128.2 | J: 11.7
> CNC(=O)c1cnn(-c2nc(-c3ccc(OC)cc3)cs2)c1C(F)(F)F
  A: -16.3 | B: 8.5 | C: 6.3 | D: -1.2 | E: 14.9 | F: -0.2 | G: 6.5 | H: -3.5 | I: -36.2 | J: /
> COc1ccc(C(=O)Nc2ccc3c4c(cccc24)CC3)cc1
  A: -84.0 | B: 0.7 | C: 7.8 | D: -0.8 | E: 41.7 | F: 1.6 | G: -13.8 | H: -7.2 | I: -34.9 | J: 20.5
> COc1ccc(/C=N\NC(=O)c2ccc([N+](=O)[O-])c(C)c2)cc1COc1ccccc1C(N)=O
  A: 11.5 | B: -2.5 | C: -1.8 | D: 3.3 | E: 26.3 | F: -0.1 | G: 6.4 | H: 8.1 | I: -17.3 | J: -2.4
> COc1cc2c(cc1NC(=O)CSc1nc3cc(Cl)ccc3s1)oc1ccccc12
  A: 38.5 | B: 7.2 | C: -10.5 | D: -0.7 | E: -4.6 | F: -0.5 | G: -6.0 | H: 2.3 | I: -14.4 | J: -7.3
> COc1ccc(/C=C2\CCCC(C(=O)C(F)(F)F)=C2O)cc1
  A: -67.2 | B: 2.2 | C: -7.9 | D: 8.9 | E: 6.2 | F: 0.0 | G: -2.1 | H: 37.5 | I: 0.1 | J: 1.3
> COc1cc(SC)ccc1C(=O)NCC1CCCO1 (centres undefined)
  A: -45.0 | B: 4.0 | C: -74.0* | D: -1.4 | E: -80.0 | F: 0.3 | G: -2.0 | H: 48.3 | I: 21.4 | J: -1.0
> COc1ccc(-c2cc(C(=O)Nc3ccc(OC)c(OC)c3)no2)cc1
  A: 15.2 | B: -3.2 | C: -0.6 | D: -2.6 | E: 4.3 | F: -2.3 | G: -0.7 | H: 16.9 | I: -40.3 | J: -5.0
